KDM5B inh = Primary screen for KDM5B Histone Demethylases FDH-coupled qHTS. KDM5B demethylase, FDH-coupled NADH fluorescence (FDH is formaldehyde dehydrogenase). Potency, µM (top dose mostly 57.7 µM), for the others: at the top dose activity change, negative = inhibition, actives largely listed as inhibitors. 220,000 compounds, 2.6% hits. AID 1347165, 2019; active means well fitted inhibition curve with a large enough effect; inconclusive means small, poorly fitted or top-dose-only effect; inactive means no such curve, though single readings can be large or run the other way; further: 0% is about no effect; nearly all actives have a fitted effect of over 70% in size
Target sequence (Q9UGL1 whole entry, looked up): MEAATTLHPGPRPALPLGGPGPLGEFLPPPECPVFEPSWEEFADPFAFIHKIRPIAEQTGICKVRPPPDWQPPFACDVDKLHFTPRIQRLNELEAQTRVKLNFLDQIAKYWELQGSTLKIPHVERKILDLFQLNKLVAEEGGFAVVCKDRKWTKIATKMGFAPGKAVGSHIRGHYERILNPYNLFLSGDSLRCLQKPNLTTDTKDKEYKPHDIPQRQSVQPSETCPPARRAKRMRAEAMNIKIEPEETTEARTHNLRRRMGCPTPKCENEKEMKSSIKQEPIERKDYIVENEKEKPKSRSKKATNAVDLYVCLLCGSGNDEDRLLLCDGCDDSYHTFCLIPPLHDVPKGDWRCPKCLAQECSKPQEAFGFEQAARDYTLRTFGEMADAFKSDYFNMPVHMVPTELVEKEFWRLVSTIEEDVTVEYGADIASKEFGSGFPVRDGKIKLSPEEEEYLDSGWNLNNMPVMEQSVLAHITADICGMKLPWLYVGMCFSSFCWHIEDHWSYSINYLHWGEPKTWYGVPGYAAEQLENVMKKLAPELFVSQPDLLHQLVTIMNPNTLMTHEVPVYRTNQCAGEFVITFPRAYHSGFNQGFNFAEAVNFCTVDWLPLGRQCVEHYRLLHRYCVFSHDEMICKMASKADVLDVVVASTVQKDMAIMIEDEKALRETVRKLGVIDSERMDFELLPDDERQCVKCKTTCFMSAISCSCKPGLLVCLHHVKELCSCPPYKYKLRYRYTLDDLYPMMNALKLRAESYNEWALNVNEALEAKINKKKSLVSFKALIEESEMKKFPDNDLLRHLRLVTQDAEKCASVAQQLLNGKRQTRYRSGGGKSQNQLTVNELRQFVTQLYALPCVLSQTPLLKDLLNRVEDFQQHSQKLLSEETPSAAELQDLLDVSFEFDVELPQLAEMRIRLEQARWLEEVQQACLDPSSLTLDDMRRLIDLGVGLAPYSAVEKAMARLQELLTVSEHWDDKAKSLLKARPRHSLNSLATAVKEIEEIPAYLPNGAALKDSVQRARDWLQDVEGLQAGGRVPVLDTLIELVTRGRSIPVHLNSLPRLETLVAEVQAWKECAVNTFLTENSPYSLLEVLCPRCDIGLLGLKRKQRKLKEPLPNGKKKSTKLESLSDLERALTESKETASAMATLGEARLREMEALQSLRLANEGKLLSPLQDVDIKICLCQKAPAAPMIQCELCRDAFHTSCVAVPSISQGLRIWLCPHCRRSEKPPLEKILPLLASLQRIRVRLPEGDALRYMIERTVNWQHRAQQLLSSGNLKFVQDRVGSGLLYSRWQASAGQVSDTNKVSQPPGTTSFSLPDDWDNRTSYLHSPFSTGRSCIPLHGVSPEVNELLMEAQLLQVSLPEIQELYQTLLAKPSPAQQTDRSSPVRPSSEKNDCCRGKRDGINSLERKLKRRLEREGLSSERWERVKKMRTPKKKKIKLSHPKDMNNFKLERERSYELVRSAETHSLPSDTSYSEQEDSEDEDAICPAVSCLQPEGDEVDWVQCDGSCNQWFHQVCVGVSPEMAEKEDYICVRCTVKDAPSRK
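Coupled FDH/NAD⁺ fluorescence readout. KDM5BΔAP 200 nM final; compound titration, 10 min RT preincubation; substrate mix 12.5 µM H3K4me3, 25 µM 2-OG, 50 µM Fe(II), 100 µM ascorbate, 0.25 mM NAD⁺, 0.25 U/mL FDH; ΔRFU over 30 min.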
Active calls of the source: *; i = inactive; ? = inconclusive; & = joins results of further samples; [ ] = remark or other dose. Potency means the concentration at half of the fitted maximal effect. A portion of the library; count on the stated rates, not on these rows.

SMILES	KDM5B inh
CO[C@H]1C(=O)N(C(C)C)[C@H]1C1CCN(S(=O)(=O)Cc2ccccc2)CC1	30%
Cc1nc(CC2CCN(C(=O)c3cc4c(s3)CCC(C)C4)CC2)no1 (centres undefined)	22%
CCOC(=O)COc1cc(OCc2ccccc2)c2c(=O)cc(-c3ccccc3)oc2c1	-28%
CCC1Oc2ccc(NC(=O)C3CCCC3)cc2CN(Cc2ccccc2Cl)C1=O (centres undefined)	-16%
CCn1c2ccccc2c2cc(CNC34CC5CC(CC(C5)C3)C4)ccc21	-27%
CN(C)c1cccc(C(=O)N2CCC(n3cc(-c4nc(-c5ccccc5)no4)nn3)CC2)c1	?
CCc1nc2c(c(-c3ccc(Cl)cc3)n1)CN([S+](=O)([O-])c1cccs1)CC2	-3%
O=C(Nc1cccnc1)N1CC2ON=C(C(=O)N3CCN(c4ncccn4)CC3)C2C1 (centres undefined)	1%[115 µM]
COc1ccc(-n2nc(C(=O)Nc3ccc(Br)cc3C)c3c4ccccc4n(C)c3c2=O)cc1	6%
COc1ccc2c(c1)CC(NC(=O)Nc1cc(Cl)ccc1OC)CO2 (centres undefined)	-8%
Cc1nc2c(c(-c3ccc(O)cc3)n1)CN(Cc1ccccc1OC(F)(F)F)CC2	-29%
Oc1ccc2ccccc2c1C=NCCc1ccccc1	?
Cc1c(F)cc(C(N)=O)cc1NS(=O)(=O)c1cc(F)ccc1F	-8%
COCCOc1ccc2c(n1)CCN(C(=O)Cc1ccccc1C)C2	8%
CC(=O)N1Cc2ccccc2CC2(CCCN(CCc3ccccc3)C2)C1 (centres undefined)	-13%[115 µM]
CSCC(=O)N[C@H]1CCN2C(=O)N(c3cccc(C(C)=O)c3)C(=O)[C@@H]2C1	15%[86.2 µM]
CN(C)C(CNC(=O)CCc1ncc(-c2ccccc2)o1)c1ccco1 (centres undefined)	-8%
Cc1nc2c(OCC(=O)c3ccccc3)cccn2c(=O)c1-c1cc(C)n(-c2ccccc2)n1	?
CCOC(=O)C1=C(C)NC(=O)NC1c1ccccc1Cl (centres undefined)	-13%
c1ccc2c(c1)OCCOCCOCCOCCOc1ccccc1OCCO2	16%
Cc1ccc(C(=O)N2CCn3c(nnc3C3CCCNC3)C2)cc1 (centres undefined)	24%[86.2 µM]
CC(=O)NC1=NN(C(C)=O)C(c2cc(Br)ccc2OCc2ccc(C)cc2)S1 (centres undefined)	2%
COc1cccc(NC(=O)C2CCN(c3cnccn3)CC2)c1	-11%
CC(C)c1nc(OCC(=O)N2CCCC2)c(C#N)c2c1CCCC2	10%
CCCCn1c(=O)[nH]c(=O)c2c1nc(-c1ccc3ccccc3c1)n2CC	-10%
O=C(Nc1cccc(Cl)c1)N1N=CCC1c1ccccc1 (centres undefined)	4%
Cc1cccc(C(=O)NC(Nc2cccc(Cl)c2)C(Cl)(Cl)Cl)c1 (centres undefined)	6%
COc1cccc(CNC(=O)[C@@H]2C[C@@H](O)CN2C2CCN(C(=O)c3ccc4ccccc4n3)CC2)c1	-17%
Cc1ccc(N(Cc2cc3ccccc3[nH]c2=O)C(=O)C(C)(C)C)cc1C	?
CCC(=O)NC[C@H]1Cn2c(-c3ccc4c(c3)OCO4)cnc2CO1	?
O=C(CCc1ncc(-c2ccccc2F)o1)Nc1ccc(N2CCOCC2)cc1N1CCOCC1	0%
CCC(CC)C(=O)Nc1nnc(S(=O)(=O)N2c3ccccc3CC2C)s1 (centres undefined)	13%
CC(C)(C)CC(=O)N1Cc2[nH]cnc2C[C@H]1C(=O)NCc1ccccc1	?
O=C(Nc1ccc(N2CCN(c3ccc(C(F)(F)F)cn3)CC2)nc1)c1cccs1	-6%
COc1cc(NC(=O)Cn2c(-c3cnccn3)nc(C)c(CCO)c2=O)cc(OC)c1	-13%
Cc1nonc1NC(=O)COc1ccc(C(C)(C)C)cc1	7%
Cc1ccc(C)c(S(=O)(=O)Nc2nc3ccccc3nc2Nc2ccc3c(c2)OCCO3)c1	15%
COc1ccccc1C(=O)NC(=O)Nc1ccc(-n2nc(C(F)(F)F)cc2C(F)(F)F)cc1	8%
O=c1n(Cc2ccccc2Cl)c2ccccc2c2nc(-c3ccccc3)nn12	-2%
O=Cc1cc(Cl)c(OCc2ccc(C(=O)O)cc2)c(Cl)c1	-7%
Cc1ccc(C(=O)COC(=O)c2cc3ccccc3oc2=O)cc1	1%
O=C(CCN1C(=O)/C(=C/c2cccs2)SC1=S)Nc1ccc(O)cc1	22%
CCOc1ccc(C(C)=O)cc1COC(=O)C(C)NC(=O)c1ccccc1 (centres undefined)	-3%
Cc1ccccc1CC(=O)N1CCC2(CC1)N=C(c1cccc(Br)c1)NO2	?
O=C(N/N=C1/CCc2ccccc21)c1ccc(F)cc1	22%
CC(C)c1nc2c(c(-c3ccc(O)cc3)n1)CCN(Cc1ccc(C(F)(F)F)cc1)CC2	-14%
Cc1noc(-c2cccs2)c1C(=O)NCc1ccco1	?
C[S+](=O)([O-])c1ccc(-c2nc(C(=O)NCc3cccs3)n3ccccc23)cc1	i

Arranged by the number under KDM5B inh (rising): 4 from the list above
SMILES	KDM5B inh
COc1cccc(CNC(=O)[C@@H]2C[C@@H](O)CN2C2CCN(C(=O)c3ccc4ccccc4n3)CC2)c1	-17%
CCOC(=O)C1=C(C)NC(=O)NC1c1ccccc1Cl (centres undefined)	-13%
O=Cc1cc(Cl)c(OCc2ccc(C(=O)O)cc2)c(Cl)c1	-7%
O=c1n(Cc2ccccc2Cl)c2ccccc2c2nc(-c3ccccc3)nn12	-2%

More structures
SMILES	KDM5B inh
O=C(NC1CCOC2(CCOCC2)C1)c1ccc(Cl)s1 (centres undefined)	6%
Cn1c(=O)c2c(nc(N3CCN(C(=O)c4ccccc4)CC3)n2Cc2ccccc2)n(C)c1=O	1%
O=C(C1CCN(S(=O)(=O)c2ccc(Br)s2)CC1)N1CCCCC1	18%
CNNC(=S)Nc1cccc(C(F)(F)F)c1	-22%
CC1CCc2noc(NC(=O)COc3ccc(C(C)C)cc3)c2C1 (centres undefined)	-5%
CC(N)c1ccc(OC(F)F)cc1 (centres undefined)	?
Cc1ccc(-c2cc3c(=O)n(CCNC(=O)C4CCCCC4)ccn3n2)cc1C	-21%
COc1cccc(CN2CCOC[C@H](Oc3cccnc3)C2)c1	-1%[86.2 µM]
CCCOc1ccc(C(N)C(=O)OCC)cc1 (centres undefined)	-7%
COCCNC(=O)Cc1c[nH]c2ncc(-c3ccccc3)cc12	40µM*
C=C(Br)CNCc1ccccc1	-2%
COc1ccc(CNC(=O)CN2N=C(c3ccc(Cl)cc3)CCC2=O)cc1	-3%
COc1ccc(C(=S)N2CCN(c3ccccc3C)CC2)cc1	?
Cc1nn(-c2ccccn2)c(C)c1[C@@H]1C=C[C@@H](NC(=O)NCc2ccccc2)C1	?
O=C1CCC(C(=O)N2C[C@@H](COCC3CC3)[C@H](c3ccccn3)C2)=NN1	-9%
O=C(NCCSc1c[nH]c2ccccc12)c1ccc(Cl)cc1	?
CCn1cc([S+](=O)([O-])N2CCN(C(=O)N3CC4CC(C3)[C@H]3CCCC(=O)N3C4)CC2)cn1 (some centres undefined)	-6%
COc1ccc(C(=O)N[C@@H]2c3ccccc3C3(CCNCC3)[C@H]2OC)cc1C	26%
CCNC(=O)Cn1cnc2c(c(C)c(C)n2-c2ccc(Cl)cc2)c1=O	12%
Cn1c(SCC(=O)NCCc2ccccc2)nnc1C1CCCCC1	-6%
COc1cc(C(=O)Oc2ccc3c(=O)c(Oc4cccc(C)c4)coc3c2)cc(OC)c1OC	-16%
COc1ccc(-c2nn3c(c2C)NC(=O)CC3C(=O)Nc2ccc(C)cc2)cc1 (centres undefined)	14%
Cc1cccc(N2CCN(Cc3ncc(-c4ccccc4)o3)CC2)c1C	1%
CCOc1ccccc1NC(=O)CCc1nc(-c2ccc(C)n(C(C)C)c2=O)no1	-7%
Cc1ccc(NS(=O)(=O)N2CCOCC2)c(C)c1	-1%
O=C(CSc1nc(=O)[nH]c2c1CCCC2)NCc1ccc(F)cc1	2%
COc1ccccc1-c1cc2c(ccn2CC2CCN([S+](C)(=O)[O-])CC2)c(N2CCOCC2)n1	?
COC(=O)c1ccc2nc(C[C@@H]3C[C@@H](C(C)C)[C@H](CNC(=O)COCC(=O)O)C=C3C)[nH]c2c1	-3%
CCNc1c(NC(=O)NCc2ccc(F)cc2)c(=O)oc2ccccc12	19%
CNC(=O)c1ccc(CC2CCN(C(=O)C3CC3)CC2)cc1	-6%
Brc1ccc(-c2nnc(COc3cccc(-n4cnnn4)c3)o2)s1	5%
COc1ccc2[nH]cc(CCN=C(NC(=O)c3cccc(Cl)c3)Nc3nc(C)cc(C)n3)c2c1	-7%
Fc1ccc(-c2cn3c4ccccc4n(CCN4CCOCC4)c3n2)cc1	-29%
Cc1ccnc(N2CCN(C3CCC4(CCNCC4)CC3)CC2)c1	?
C/C(=N/Nc1ccc(S(N)(=O)=O)cc1[N+](=O)[O-])c1ccccc1	2%
CCc1c(C)sc(NC(=O)C(CC)CC)c1C#N	-13%

Another view of part of the listing above:
CNC(=O)c1ccc(CC2CCN(C(=O)C3CC3)CC2)cc1
- KDM5B inh = -6%
Fc1ccc(-c2cn3c4ccccc4n(CCN4CCOCC4)c3n2)cc1
- KDM5B inh = -29%
COC(=O)c1ccc2nc(C[C@@H]3C[C@@H](C(C)C)[C@H](CNC(=O)COCC(=O)O)C=C3C)[nH]c2c1
- KDM5B inh = -3%

Reformatted: five of the compounds above
compound,KDM5B inh
Brc1ccc(-c2nnc(COc3cccc(-n4cnnn4)c3)o2)s1,5%
COc1ccc2[nH]cc(CCN=C(NC(=O)c3cccc(Cl)c3)Nc3nc(C)cc(C)n3)c2c1,-7%
Fc1ccc(-c2cn3c4ccccc4n(CCN4CCOCC4)c3n2)cc1,-29%
Cc1ccnc(N2CCN(C3CCC4(CCNCC4)CC3)CC2)c1,?
C/C(=N/Nc1ccc(S(N)(=O)=O)cc1[N+](=O)[O-])c1ccccc1,2%

Other entries follow:
SMILES	KDM5B inh
COc1ccc(C)cc1NC(=O)c1ccc2c(SCC(=O)O)c3c(nc2c1)CCCC3	22%&-16%
COc1ccccc1-c1[nH]nc2ncc(C(=O)N(C)c3ccccc3)nc12	5%[86.2 µM]
O=C(Nc1ccc(Cl)c(C(F)(F)F)c1)c1c(F)cccc1F	-24%
CN(C)C(=O)N1CCCn2nc(CNC(=O)C(=O)c3ccco3)cc2C1	-7%
Cc1ccc(-c2csc(Nc3ccc(S(=O)(=O)Nc4nc(C)cc(C)n4)cc3)n2)cc1	-20%
COc1ccc(NC(=O)c2nc3cc(C)c(C)cc3nc2N2CCOCC2)cc1	-6%
COc1ccc(C2(C)NC(=O)N(CC(=O)Nc3cccnc3Cl)C2=O)cc1 (centres undefined)	16%
CNc1nc2c(s1)C(c1ccccc1F)CC(=O)N2 (centres undefined)	35µM*
CN(C)C(=O)N1CCC2(CC1)CN(C(=O)CCC(=O)O)Cc1ccccc1O2	7%[115 µM]
CC(Oc1ccccc1)C(=O)NCc1ccnc(N(C)C)c1 (centres undefined)	?
COc1ccc(-c2nn(-c3ccccc3)cc2CN2CCCC(C)(O)C2)c(F)c1 (centres undefined)	6%
Cc1ccc(C(=O)Nc2oc3ccccc3c(=O)c2-c2ccccc2)cc1	4%
CCN1c2cc(C(=O)NCc3ccncc3)ccc2C(=O)N2CCCCC21 (centres undefined)	?
NS(=O)(=O)c1ccc(NC(=O)NC2CCSc3ccc(F)cc32)cc1 (centres undefined)	22%
Cc1ncoc1C(=O)NCCc1ncc(C)n1CC1CC1	-11%
COc1ccc(C(=O)N2CCC3(CC2)C(OC)CN3c2cccc(F)c2)c(OC)c1 (centres undefined)	34%
COCCC(=O)N1CCN(C(=O)N2CC3CC(C2)[C@H]2CCCC(=O)N2C3)CC1 (some centres undefined)	2%
CC(C)(C)c1cc(C[C@@H]2CC[C@H](O)[C@@H](CNC(=O)C3CC3)O2)no1	-9%[86.2 µM]
COc1ccccc1CNC(=O)c1cccc(S(=O)(=O)N2CCc3ccccc3C2)c1	-2%
CCCc1cc(=O)[nH]c(SCc2nc(-c3ccc(OCC)cc3)no2)n1	?
O=C(CCc1nc(-c2ccccc2)c(-c2ccccc2)o1)N1CCCCC1	-6%
O=C(NCCc1ccccc1)NC(C(=O)N1CCc2ccccc21)c1ccccc1 (centres undefined)	9%
Cc1ccc(Cl)c(C(=O)N2CCC3(CC2)[C@H](O)C[C@@H]3OCCO)c1	31%[activator]
CC(C)(C)c1ccc(CCC2OCC(C[N+]3(C)CCOCC3)O2)cc1 (centres undefined)	-24%
CCc1ccc(-n2c(=O)c3ccc(C(=O)NCCc4ccccc4)cc3n(CC(N)=O)c2=O)cc1	?
O=C(c1cccs1)N1CCC(N2CC3CC(C2)[C@H]2CCCC(=O)N2C3)CC1 (some centres undefined)	?
CC(=O)Nc1ccc2c(CN3CCCCC3)cc(=O)oc2c1	i
COc1ccc2c(c1)CCc1c-2n[nH]c1C(=O)N1CCC(c2noc(COc3ccc(C)cc3)n2)CC1	?
CC(C)CCNC(=O)c1ccc2c(c1)CCCN2C(=O)c1ccc(Cl)cc1	9%
COc1ccc(C(=O)O)cc1C12CC3CC(CC(C3)C1)C2	14%
O=c1c2cc(Cl)cc(Cl)c2ncn1Cc1ccc(F)cc1Cl	17%

Screens as filed in PubChem BioAssay.
